PTHR1 agonist – agonists of human PTHR1 parathyroid hormone receptor. HEK293 GP2 PTHR1 cells, GloSensor cAMP luminescence, 1 h. 410,000 tested, 0.075% active. Potency, µM (series often up to 115 µM), for inactives: at the highest dose activation, hits mostly activators. AID 743266; also: potency is read from the fitted curve at half-maximal effect; nearly all actives have a fitted effect of over 55% in size; some results filed as inactive show a strong effect at the top dose; inactives centre near -15; many of its hits are not listed in these tables
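HEK-293-derived GP2 cells expressing PTHR1 and a GloSensor cAMP reporter, 3,000/well, plated overnight, given luciferin plus IBMX (each 0.5 mM as added) for 1 h at 37 °C, then compound for 1 h at 37 °C. Luminescence was read after 15 min at room temperature.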
Abeta rescue – restores growth of yeast expressing A-beta42 peptide; yeast expressing A-beta42, growth rescue, OD600, 48 h; response scale: 0% DMSO, 100% iron-clioquinol control; Potency, µM (series often up to 46.1 µM), without a hit: top-dose growth rescue, most hits filed as activators; 410,000 tested, 0.063% active; AID 1347071; also: potency is read from the fitted curve at half-maximal effect; nearly all actives have a fitted effect of over 55% in size
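Growth rescue measured by 600 nm absorbance after 48 h yeast culture at 30 C with compound. Values normalized between DMSO and an equimolar ferric chloride plus clioquinol control.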
FUS suppressor – suppressors of FUS proteinopathy in yeast; S. cerevisiae FUS-expressing, growth rescue, OD600, 24 h; Potency, µM (doses to about 76.6 µM), for the others: at the highest dose growth rescue (activation), most hits filed as activators; 390,000 tested, 0.24% active; AID 1347120;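 also: potency is read from the fitted curve at half-maximal effect; plate controls were DMSO vehicle for no effect and reference control for full effect; nearly all actives have a fitted effect of over 55% in size; some results filed as inactive show a strong effect at the top dose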
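Read-out: OD at 600 nm after 24hr at 30C, reporting rescue of FUS-induced yeast toxicity. Cells at OD 0.005 in galactose (2%) minimal medium; compounds tested in a dilution series; CP55940 titration from 92uM final as control.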
GLP-1R inv ag – GLP-1 receptor (human) inverse agonism | Potency, µM (doses to about 38.3 µM), for the others: at the top dose activity change, negative = inhibition, usual class: inhibitors | 410,000 tested, 1.6% active | HEK293 GLP-1R CRE-luciferase, luminescence, 24 h; GLP-1R form is constitutively active; also: potency is read from the fitted curve at half-maximal effect; % is scaled to controls: 0 for no effect and ±100 for the full control effect; nearly all actives have a fitted effect of over 55% in size
Target sequence (P43220 whole entry, looked up): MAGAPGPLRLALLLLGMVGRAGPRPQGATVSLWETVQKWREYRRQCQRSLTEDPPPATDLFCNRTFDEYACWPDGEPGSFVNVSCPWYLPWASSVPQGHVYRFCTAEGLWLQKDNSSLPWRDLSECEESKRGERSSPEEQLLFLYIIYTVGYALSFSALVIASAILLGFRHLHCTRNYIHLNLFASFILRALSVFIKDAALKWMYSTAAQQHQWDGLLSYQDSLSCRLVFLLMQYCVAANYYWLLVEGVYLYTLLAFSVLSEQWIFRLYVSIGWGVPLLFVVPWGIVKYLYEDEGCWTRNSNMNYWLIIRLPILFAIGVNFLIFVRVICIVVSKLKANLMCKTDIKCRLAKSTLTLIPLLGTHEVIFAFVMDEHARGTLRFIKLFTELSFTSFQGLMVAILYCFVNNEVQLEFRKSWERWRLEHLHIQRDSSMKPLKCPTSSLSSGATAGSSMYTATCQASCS
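Inverse agonism was detected as reduced cAMP-driven luciferase luminescence after 24 h compound treatment. The cells were HEK293 clones expressing constitutively active human GLP-1R with the reporter. Reporter-only and GPR119 cell lines served as counterscreen controls.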
GLP1R ag – agonists of human GLP-1 receptor; HEK293 GLP-1R CRE-luciferase, luminescence, 4-6 h; cells express a hypersensitive GLP-1R form; Potency, µM (top dose mostly 45.6 µM), for inactives: at the top dose activation, usual class: activators; 380,000 tested, 0.007% active; also: potency is read from the fitted curve at half-maximal effect; % of control where 0% means no effect
Akt phos inh – blocks phosphorylation of Akt. 360,000 tested, 0.32% active. activity change, % for hits at 50 µM. AID 651550. Neuro2A IGF-stimulated pAkt S473 HTRF, 20 min; stronger effect = lower value; in the data active = activity change below about -80%; inconclusive = mostly about -51% to -80%; also: % is scaled to controls: 0 for no effect and ±100 for the full control effect
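Single-point screen (50 µM final compound) in Neuro2A cells stimulated 20 min with 6 nM IGF at 37 deg C. After lysis, Ser473-phosphorylated Akt read by HTRF (ex 330 nm, em 615/665 nm) as the 665/615 ratio.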
aSyn yeast inh – inhibitors of alpha-synuclein toxicity in yeast | Potency, µM (top dose mostly 46.1 µM), for inactives: top-dose growth rescue (activation), actives largely listed as activators | AID 652106 | Yeast expressing alpha-synuclein, growth rescue, BacTiter-Glo, 24 h | 370,000 tested, 0.14% active; also: potency is read from the fitted curve at half-maximal effect; % of control where 0% means no effect; nearly all actives have a fitted effect of over 65% in size
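Rescue of yeast growth: cells expressing toxic alpha-synuclein, induced in galactose at OD600 0.02, incubated with compound 24 h at 30 C. ATP luminescence quantified growth; inhibitors of toxicity appear as activators.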
TDP-43 yeast inh – TDP-43 toxicity inhibition in yeast; TDP-43 expressing yeast growth rescue, BacTiter-Glo, 24 h; Potency, µM (titrated, usually from 46.1 µM), for the others: at the top dose growth rescue (activation), usual class: activators; 410,000 tested, 1.8% active; also: potency is read from the fitted curve at half-maximal effect; % of control where 0% means no effect; nearly all actives have a fitted effect of over 50% in size
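Growth rescue of TDP-43-toxic yeast measured as ATP luminescence (BacTiter-Glo). Cells grown to mid-log in raffinose, induced in galactose at OD600=0.02, exposed to compound 24 hr at 30 deg C.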
D3 antag – antagonists of human D3 dopamine receptor; 360,000 tested, 2.5% active; P35462; D3R cells, DiscoveRx beta-arrestin luminescence, antagonist mode; stronger effect = lower value; max response, negative = inhibition, %; in the data active = max response below about -50%; inconclusive = no clear call, values can overlap the other calls; also: % is scaled to controls: 0 for no effect and ±100 for the full control effect; mostly tested at two doses, the higher about 12 µM
Target sequence (P35462 whole entry, looked up): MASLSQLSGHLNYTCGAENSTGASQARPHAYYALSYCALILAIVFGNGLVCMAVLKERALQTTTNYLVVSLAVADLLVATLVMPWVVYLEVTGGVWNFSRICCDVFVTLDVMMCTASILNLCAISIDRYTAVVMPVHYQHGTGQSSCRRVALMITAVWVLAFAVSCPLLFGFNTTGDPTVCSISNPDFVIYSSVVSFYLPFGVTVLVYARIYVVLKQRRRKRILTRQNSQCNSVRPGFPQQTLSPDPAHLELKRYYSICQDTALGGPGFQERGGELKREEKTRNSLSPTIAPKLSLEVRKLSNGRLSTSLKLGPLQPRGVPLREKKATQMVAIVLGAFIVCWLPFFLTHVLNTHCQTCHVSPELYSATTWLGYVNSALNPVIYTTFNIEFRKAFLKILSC
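Cells expressing the human receptor were seeded at 1500 cells/well, incubated overnight at 37 degrees C in 5% CO2, then exposed to library compounds with dopamine controls for 90 minutes at 37 degrees C before luminescent detection.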
Starred values were filed as active, the others as inactive; i = inactive; ? = inconclusive; · = not tested or not shown; [ ] = dose if it differs, or a comment. Unless noted, calls follow the shape of the dose curve; as a rule, active = well fitted curve in the direction sought with a large enough effect; inconclusive = small, poorly fitted or top-dose-only effect, or another doubt; inactive = no such curve, though single readings can be large; an effect the other way counts as inactive or inconclusive.

SMILES	PTHR1 agonist	Abeta rescue	FUS suppressor	GLP-1R inv ag	GLP1R ag	Akt phos inh	aSyn yeast inh	TDP-43 yeast inh	D3 antag
COc1ccc(C(=O)c2sc3nc(-c4ccccc4)ccc3c2N)cc1OC	i	3%	18%	?	-3%	i	-1%	9%	7
COc1ccccc1CC(=O)NCCN1CCCCC1	-22%	1%	9%	10%	-6%	i	-9%	1%	-9
COC(=O)COc1ccc(S(=O)(=O)NC2CCCCCC2)cc1	-3%[57.5 µM]	-11%	12%	2%	3%	i	10%	-5%	-17
CCn1c(=O)c(CCC(=O)NCCN2CCOCC2)c(C)c2c(C)nn(-c3ccccc3)c21	24%	-10%	-3%	1%	6%	i	1%	-23%	12
Cc1cccc(NS(=O)(=O)c2ccc(C(=O)NCC3CCCO3)cc2)c1C (configuration not stated)	-1%	11%	11%	?	-6%	i	10%	11%	20
CC(=O)c1ccccc1NC(=O)COC(=O)/C=C/c1cccs1	-13%	-1%	-6%	8%	25%	i	-12%	-4%	6
C[C@H]1O[C@@H](O[C@H]2CC[C@@]3(C)C(CC[C@]4(C)C3C=C[C@]35OC[C@@]6(CCC(C)(C)C[C@H]63)[C@@H](O)C[C@]54C)[C@]2(C)CO)[C@H](O)[C@@H](O[C@@H]2O[C@H](CO)[C@@H](O)[C@H](O)[C@H]2O)[C@H]1O (some centres not stated)	i	13%	?	-2%	-1%	i	2%	10%	41
N#CCC(=N)N1CCN(c2ccccc2)CC1	i	?	36%	14%	0%	i	-9%	?	-25
COc1ccc(CNC(=O)CSc2nc3nc(C)cc(C)n3n2)cc1	i	-1%	19%	4%	-9%	i	-24%	-16%	-14
O=C(C[n+]1ccc(C(=O)N/N=C/c2ccc(Cl)cc2Cl)cc1)c1ccccc1	-10%[57.5 µM]	3%	27%	-14%	4%	i	-4%	-15%	-29
Cc1nc2sccn2c(=O)c1S(=O)(=O)NCC1CCN(Cc2ccccc2Cl)CC1	?	1%	19%	-15%	-4%	i	-4%	-12%	-4
CCOC(=O)CSc1nnc(CNC(=O)c2cccs2)n1-c1cccc(C)c1	i	-10%	12%	-2%	-5%	i	-13%	-10%	9
Cc1ccccc1Cn1c(C)c(CNCc2ccccc2)c(C(=O)O)c1C	i	20%	-2%	-1%	·	·	·	0%	·
OC(CNCCc1ccccc1)COc1ccc(OCC(O)CNCCc2ccccc2)cc1 (configuration not stated)	i	11%	17%	?	4%	i	-4%	-9%[1.82 µM]	-52*
Cc1ccc(NC(=O)Nc2ccc3c(c2)N(C)C(=O)CS3)nc1	-10%[57.5 µM]	9%	33%	-12%	-2%	i	-10%	-7%	21
COc1ccccc1CN(Cc1nc2ccccc2c(=O)[nH]1)S(=O)(=O)c1ccc(C)cc1	20%	-21%	2%	17%	2%	i	-9%	-13%	9
CN1CCN(c2ccc(S(=O)(=O)N3CCCCC3)cc2N)CC1	-27%	5%	-6%	15%	-1%	i	4%	12%	4
CCCOc1ccc(C(=O)NNC(=O)CCNC(=O)c2ccccc2Cl)cc1OC	-6%	2%	-2%	15%	2%	i	-2%	-13%	-20
NC(=O)N/N=C/c1ccccc1OCC(=O)NCc1ccccc1	3%	-14%	·	-12%	9%	i	9%	-38%[inhibitor]	63
Cc1ccc(C(=O)NCCCCNC(=O)c2ccc(C)o2)o1	-1%[57.5 µM]	12%	-8%	12%	-11%	i	0%	5%	0
COc1ccc(OC)c(/C=C/C(=O)N2CCN(S(=O)(=O)c3ccc(C)cc3C)CC2)c1	i	-4%	·	?	4%	i	17%	-2%	0
O=C(Nc1nnc(-c2ccc(Cl)cc2)o1)c1nc2ccccc2s1	27%	-4%	-12%	-9%	2%	i	18µM*	?	-74*
O=C(NCCS(=O)(=O)N1CCN(c2cccc(Cl)c2)CC1)c1ccc2c(c1)OCO2	-25%	7%	0%	?	-9%	i	-1%	22%	20
CCOC(=O)c1c(O)cc(OC)cc1CCc1ccccc1	-21%	-6%	-10%	?	-8%	i	-12%	20%	9
COCCNC(=O)C(=O)NNS(=O)(=O)c1ccc(Cl)cc1	-4%	-13%	-5%	8%	4%	i	-2%	-23%[0.397 µM]	6
Cc1cc(C)cc(NC(=O)C2CCN(C(=O)[C@@H]3Cc4ccccc4CN3)CC2)c1	-2%	16%	10%	?	-2%	i	-3%	25%	-6
Cc1cccc(NC(=O)CSc2c3c(nc4ccccc24)CCC3)n1	i	-16%	10%	-25%	9%	i	9%	-4%[0.397 µM]	-4
Cc1ccc(NC(=O)C2CCN(S(=O)(=O)c3cccc4nonc34)CC2)cc1C	-51%[inhibitor]	-25%	1%	0%	·	·	·	5%	·
CC(NC(=O)c1ccco1)C(=O)Nc1nc(-c2ccccn2)cs1 (configuration not stated)	i	-7%	18%	-16%	-10%	i	-4%	-12%	2
CSCCC(NC(=O)c1cc([N+](=O)[O-])cc([N+](=O)[O-])c1)c1nc2ccccc2[nH]1 (configuration not stated)	-2%	-7%	·	0%	-5%	i	-2%	4%	-14
CCN1C(=O)c2ccccc2S(=O)(=O)c2ccc(C(=O)NCCOC)cc21	i	0%	4%	6%	-1%	i	2%	-2%	14
Cc1ccc(SCC(=O)NCc2ccncc2)cc1	i	14%	·	0%	0%	i	-3%	-1%	12
NC(=O)c1ccsc1NC(=O)COC(=O)Cc1ccsc1	-19%	-9%	-5%	5%	22%	i	-13%	9%	9
CCCn1c(=O)sc2cc(NC(=O)c3ccccc3Cl)ccc21	-32%[inhibitor]	4%	36%	?	9%	·	·	?	·
COCCCn1c(C(=O)NC2CCCCC2)cc2c(=O)n3cccc(C)c3nc21	i	-11%	-19%	33%[activator]	-7%	i	-5%	?	54
O=C(CN(Cc1ccc(F)cc1)C(=O)CCC(=O)Nc1nccs1)NCc1ccc(F)cc1	i	-5%	?	?	12%	i	1%	-8%	0
CCCCC(=O)OCc1c(-c2ccccc2)ncc2ccccc12	i	4%	0%	0%	-1%	i	-1%	?	9
Cn1c(C=O)c(-c2ccc3c(c2)OCCO3)c2ccccc21	-2%	-26%	26%	?	-4%	i	-9%	-17%	7
CCCS(=O)(=O)N1CCc2ccc(NC(=O)c3ccccc3Cl)cc2C1	-8%	?	-1%	53%[activator]	15%	i	0%	22%	1
CC(C)c1nc2cc(C(=O)N(C)Cc3ccc(F)cc3)ccc2o1	-14%	3%	12%	?	1%	i	1%	2%	1
CCOC(=O)C1CCC(CN(Cc2c(Cl)cccc2Cl)S(=O)(=O)c2ccc(F)c(C)c2)CC1 (configuration not stated)	i	3%	-4%	7%	·	·	·	17%	·
Cc1ccc(-c2ccc(SCC(=O)NC3CCCCC3)nn2)cc1	i	-20%	·	-6%	2%	i	-11%	3%	-14
C=CCc1ccc(OCCCOc2ccc(C)c(C)c2)c(OC)c1	-3%	31%	2%	?	0%	i	5%	?	-19
CC(C)Oc1cccc(C(=O)Nc2ccc3oc(-c4cccc(Cl)c4)nc3c2)c1	-38%	18%	-21%	-25%	·	·	·	?	·
Cc1ccc(NC(=O)c2ccc(=O)[nH]c2)cc1S(=O)(=O)N1CCCCC1	-1%	8%	12%	3%	2%	i	-1%	-2%	-12
CCOc1ccccc1C(=O)N1CCC(n2nnc3cc(C)ccc32)CC1	-5%[57.5 µM]	0%	16%	0%	6%	i	12%	18µM*	10
O=C(c1cc(-c2ccccn2)nc2c(Cl)cccc12)N1CCN(C(=O)C2CCCO2)CC1 (configuration not stated)	i	6%	4%	7%	9%	i	5%	11%	-51*
CCN(CC)C(=O)c1sc2nc(-c3ccc(OC)cc3)cn2c1C	-18%	-6%	·	-18%	1%	i	-5%	?	11
N#Cc1c(-n2cccc2/C=N/O)sc2c1CCCC2	-11%	-44%[inhibitor]	·	0%	5%	i	16%	?	39
CCOc1cc(CNC2CCCC2)c(Cl)cc1OCC(=O)Nc1ccccc1	-18%	-9%	-13%	?	-8%	i	3%	10%	-27
COCCNC(=O)C(c1ccc(F)cc1)N(C(=O)CCC(=O)Nc1nccs1)c1ccc(C)cc1 (configuration not stated)	-27%	4%	42%	-20%	7%	i	-6%	-1%	2

Eight neighbouring compounds out of the list so far:
SMILES	PTHR1 agonist	Abeta rescue	FUS suppressor	GLP-1R inv ag	GLP1R ag	Akt phos inh	aSyn yeast inh	TDP-43 yeast inh	D3 antag
COc1ccc(C(=O)c2sc3nc(-c4ccccc4)ccc3c2N)cc1OC	i	3%	18%	?	-3%	i	-1%	9%	7
COc1ccccc1CC(=O)NCCN1CCCCC1	-22%	1%	9%	10%	-6%	i	-9%	1%	-9
COC(=O)COc1ccc(S(=O)(=O)NC2CCCCCC2)cc1	-3%[57.5 µM]	-11%	12%	2%	3%	i	10%	-5%	-17
CCn1c(=O)c(CCC(=O)NCCN2CCOCC2)c(C)c2c(C)nn(-c3ccccc3)c21	24%	-10%	-3%	1%	6%	i	1%	-23%	12
Cc1cccc(NS(=O)(=O)c2ccc(C(=O)NCC3CCCO3)cc2)c1C (configuration not stated)	-1%	11%	11%	?	-6%	i	10%	11%	20
CC(=O)c1ccccc1NC(=O)COC(=O)/C=C/c1cccs1	-13%	-1%	-6%	8%	25%	i	-12%	-4%	6
C[C@H]1O[C@@H](O[C@H]2CC[C@@]3(C)C(CC[C@]4(C)C3C=C[C@]35OC[C@@]6(CCC(C)(C)C[C@H]63)[C@@H](O)C[C@]54C)[C@]2(C)CO)[C@H](O)[C@@H](O[C@@H]2O[C@H](CO)[C@@H](O)[C@H](O)[C@H]2O)[C@H]1O (some centres not stated)	i	13%	?	-2%	-1%	i	2%	10%	41
N#CCC(=N)N1CCN(c2ccccc2)CC1	i	?	36%	14%	0%	i	-9%	?	-25

Screening data from PubChem BioAssay.

The list is partial. The share of hits here may be higher or lower than overall.
